Bioassay records: PubChem BioAssay, several laboratories
Avidin fluor: avidin bead compound fluorescence profile. AID 1775. Avidin beads, compound fluorescence 488/530 nm, flow cytometry; stronger effect = higher value. fluorescence (KMESF) at 10 µM. 220,000 tested, 0.38% active; in the data active = fluorescence above about 47; note: inactives centre near 10
Rab2 wt GTP: changes GTP binding to wildtype dog Rab2A, up or down. GST-Rab2 wt beads, Bodipy-GTP binding, flow cytometry. GTP binding activity, % at 10 µM. 190,000 tested, 0.19% active. AID 760;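 active = GTP binding activity at least 20 points away from 100%, either lowered or raised; inconclusive = signal likely due to the compound's own green fluorescence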;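 note: 0% = beads with excess unlabeled GTP and 100% = no-compound control corrected for plate trend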
Rab7 wt GTP bind: alters GTP binding to wildtype dog Rab7; GST-Rab7 beads, fluorescent GTP binding, flow cytometry; actives lie on both sides; untreated = 100%, excess cold GTP = 0%; GTP binding activity (percent of control), % at 10 µM; 190,000 tested, 0.055% active; AID 758;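 active = fluorescent GTP binding to Rab7 beads changed by at least 20 points from the 100% baseline, either direction, mostly lower; inconclusive = compound itself probably fluorescent, or too few beads counted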;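 note: median green fluorescence of bound Bodipy-FL-GTP per Rab7 bead population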
ABCG2 block: inhibitors of human ABCG2 transporter, ABCB1 counter-screen; Q9UNQ0; IgMXP3 cells, JC-1 efflux, flow cytometry; inhibition, % at 6.6 µM; 190,000 tested, 0.1% active;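 active = inhibition above 80%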;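 note: 0% = DMSO and 100% = nicardipine control wells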
Target sequence (Q9UNQ0 whole entry, looked up): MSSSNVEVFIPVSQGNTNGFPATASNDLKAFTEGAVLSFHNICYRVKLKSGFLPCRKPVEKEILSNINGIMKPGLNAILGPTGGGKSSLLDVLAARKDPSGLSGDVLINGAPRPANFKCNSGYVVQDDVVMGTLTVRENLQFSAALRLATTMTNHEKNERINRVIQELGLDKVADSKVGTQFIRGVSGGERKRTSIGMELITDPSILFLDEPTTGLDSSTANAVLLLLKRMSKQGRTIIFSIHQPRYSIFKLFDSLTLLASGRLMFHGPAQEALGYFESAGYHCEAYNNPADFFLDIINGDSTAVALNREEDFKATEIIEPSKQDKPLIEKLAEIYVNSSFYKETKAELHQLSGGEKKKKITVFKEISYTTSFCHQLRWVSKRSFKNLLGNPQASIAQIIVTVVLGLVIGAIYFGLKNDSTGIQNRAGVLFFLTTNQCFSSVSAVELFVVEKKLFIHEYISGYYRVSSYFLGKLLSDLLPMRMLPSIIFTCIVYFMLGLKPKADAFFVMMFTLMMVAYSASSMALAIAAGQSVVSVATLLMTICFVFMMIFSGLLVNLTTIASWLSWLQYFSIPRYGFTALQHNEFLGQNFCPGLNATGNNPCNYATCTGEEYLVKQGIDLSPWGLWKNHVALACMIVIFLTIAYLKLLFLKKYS
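Test system: IgMXP3 cells (ABCG2) mixed with DDAO far-red-labelled CCRF-Adr cells (ABCB1). Reagent: JC-1 transporter substrate. Compound dosing: single test compound dose, 6.6 µM final. Times: 10 min compound exposure, 25 °C. Detection: flow cytometry of retained JC-1 fluorescence. Read-out basis: efflux inhibition in percent versus controls. Controls: nicardipine and DMSO wells.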
GSH fluor: compound fluoresces at 488/530 nm on GSH beads. fluorescence (KMESF) at 10 µM. GSH beads flow cytometry, compound fluorescence 488/530 nm; stronger effect = higher value. 190,000 tested, 0.25% active; in the data active = fluorescence above about 89;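 note: glutathione beads carrying GST-tagged Bcl family fusion proteins plus one bare bead set; values are compound well signal with DMSO vehicle wells as background; inactives centre near 16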
Cdc42 wt GTP: modulators (inhibitors or activators) of GTP binding to human Cdc42 wildtype; GST-Cdc42 beads, Bodipy-GTP binding, flow cytometry; actives lie on both sides; percent activity (GTP binding), % at 10 µM; P60953; 190,000 tested, 0.2% active;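 active = percent activity GTP binding at least 20 points away from the 100% baseline, either down as inhibitor or up as activator; inconclusive = compound flagged as likely green fluorescent from well-wide comparison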;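 note: median bead fluorescence of bound Bodipy-FL-GTP at 100 nM; 0% = excess unlabeled GTP control and 100% = no compound control; below 100% means less GTP binding so inhibitor and above means activator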
Target sequence (P60953 whole entry, looked up): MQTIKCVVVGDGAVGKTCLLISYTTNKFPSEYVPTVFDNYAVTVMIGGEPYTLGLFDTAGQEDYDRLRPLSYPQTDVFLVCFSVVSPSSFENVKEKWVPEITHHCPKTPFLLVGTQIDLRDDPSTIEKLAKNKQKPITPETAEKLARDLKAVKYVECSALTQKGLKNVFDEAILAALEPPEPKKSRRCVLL
Pf gamet viab: inhibitors of late stage P. falciparum gametocyte viability; 150,000 tested, 0.065% active; P. falciparum stage V gametocytes, ATP luminescence, 24 h; inhibition, % at 10.9 µM; AID 743093;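 active = inhibition above the mean plus 3 SD of compounds within the control limits, set per campaign, cut at about 38% in these data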;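 note: 0% = DMSO wells and 100% = medium only without gametocytes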
Rac1 wt GTP bind: alters GTP binding to wildtype human Rac1; GTP binding activity (% of control), % at 10 µM; 190,000 tested, 0.27% active; GST-Rac1 beads, fluorescent GTP binding, flow cytometry; actives lie on both sides; 0 = cold GTP competed, 100 = untreated; P63000; AID 757;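 active = GTP binding activity at least 20 points away from the 100% control level, either lower or higher; inconclusive = compound flagged as likely green fluorescent, judged across all proteins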
HRas wt GTP: human HRas wildtype GTP binding, change in either direction. P01112. GST-Ras wt beads, Bodipy-FL-GTP binding, flow cytometry; actives lie on both sides. GTP binding activity, % at 10 µM. 190,000 tested, 0.14% active;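 active = GTP binding activity at least 20% away from the 100% baseline, either lowered as inhibitor or raised as activator; inconclusive = flagged as likely green fluorescent, judged across all proteins in the well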;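 note: 0% = unlabeled GTP competition control and 100% = no-compound control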
Target sequence (P01112 whole entry, looked up): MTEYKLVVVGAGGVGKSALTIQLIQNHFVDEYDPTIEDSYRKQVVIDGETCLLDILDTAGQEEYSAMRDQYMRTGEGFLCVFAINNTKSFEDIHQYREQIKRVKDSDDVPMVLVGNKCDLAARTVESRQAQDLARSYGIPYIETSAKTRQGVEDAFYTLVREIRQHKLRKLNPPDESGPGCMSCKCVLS
ABCB1 inh: blocks JC-1 efflux by human ABCB1 transporter; 190,000 tested, 0.067% active; CCRF-Adr cells, flow cytometry; inhibition, % at 6.6 µM; in the data active = inhibition above about 40%;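 note: 0% = vehicle and 100% = reference inhibitor; higher value means more JC-1 retained so stronger ABCB1 efflux block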
Rac1 act GTP bind: alters GTP binding to activated mutant human Rac1; P63000; GST-Rac1 activated beads, fluorescent GTP binding, flow cytometry; actives lie on both sides; 100% means binding = to untreated wells; percent activity (GTP binding), % at 10 µM; 190,000 tested, 0.11% active; AID 764;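 active = GTP binding at least 20 percentage points away from the 100% baseline, in either direction, so actives lie on both sides; inconclusive = Compound likely fluorescent itself, or too few beads counted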
Numbers without * were called inactive; ? = inconclusive; / = not tested or not shown.

SMILES	Avidin fluor	Rab2 wt GTP	Rab7 wt GTP bind	ABCG2 block	GSH fluor	Cdc42 wt GTP	Pf gamet viab	Rac1 wt GTP bind	HRas wt GTP	ABCB1 inh	Rac1 act GTP bind
Cc1cc(C)nc(NC(=O)Nc2ccc3c(c2)OCO3)c1	13	96	93	2	11	95	2	90	94	0.0	95
Cc1ccc(/C=C/C(=O)Nc2ccc(S(=O)(=O)Nc3ncccn3)cc2)cc1	17	95	103	-3	11	92	2	90	93	-0.7	91
COC(=O)C(NC(=O)c1ccccc1)(Nc1cc(C)cc(C)n1)C(F)(F)F (stereo not given)	23	100	102	1	14	102	/	104	101	0.3	98
O=C1c2ccccc2-c2cccc(NS(=O)(=O)c3ccc(C(F)(F)F)cc3)c21	7	96	95	2	59	97	5	97	96	0.7	95
O=C1c2ccccc2C(=O)N1c1ccc(Cl)cc1	9	100	102	13	39	102	/	105	103	-0.8	100
COc1cc(C2SCC(=O)N2CCCN(C)C)cc(OC)c1OC (stereo not given)	31	100	104	2	25	101	/	103	100	0.7	99
COc1ccc(C)cc1Nc1cc(C)nc2ncnn12	6	102	95	5	13	104	/	108	101	0.1	102
CCc1cccc(NC(=O)c2cc(S(=O)(=O)N(C)C)ccc2N2CCCC2)c1	11	97	101	7	14	96	-9	99	98	2.3	96
Cc1ccc(Nc2nc3ccccc3n3nnnc23)cc1	10	100	98	5	18	99	-2	101	99	0.6	97
O=C(Nc1cccc(Cl)c1)c1cnn2cccnc12	10	94	95	15	53	97	/	94	96	0.9	92
Cc1noc(C)c1COc1ccc(C(=O)OCC(=O)Nc2cccc(S(=O)(=O)N3CCOCC3)c2)cc1	1	94	101	-2	6	92	-5	96	97	-0.6	95
COc1ccccc1C(=O)N1c2ccccc2Sc2ccccc21	15	100	103	9	11	99	-13	103	101	1.1	101
CCOC(=O)N1CCC2(CC1)C(C#N)=C(N)OC1=C2C(=O)CCC1	9	98	92	1	9	95	12	97	98	0.5	97
CCO[C@H]1OC(C(N)=O)=C[C@@H](C2CCCCC2)[C@@H]1CCCO	5	98	103	6	16	95	-15	99	97	0.6	97
CCOC(=O)c1ccc(Oc2nc(SC)nc(N(C)C)n2)cc1	18	99	99	7	29	96	/	96	96	0.3	97
CC(=O)Nc1ccc(S(=O)(=O)N2c3ccccc3C(C)=CC2(C)C)cc1	10	99	102	0	17	98	12	98	99	0.0	96
CCCCN(C(=O)c1cccc(S(=O)(=O)N2CCOCC2)c1)c1c(N)n(CCC)c(=O)[nH]c1=O	9	100	104	0	14	94	7	94	98	0.0	94
O=C(O)c1cc(S(=O)(=O)N2CCCCCC2)ccc1Cl	7	101	104	2	44	101	2	103	101	0.4	100
C/C(=N\NC(=O)c1csc2ccccc12)c1ccc(O)cc1	14	102	99	2	22	100	0	100	101	0.5	98
CCCCn1c(SCC(=O)NCc2cccs2)nc2c1c(=O)n(C)c(=O)n2C	5	98	100	7	26	101	/	99	101	1.6	98
CCOC(=O)C1=C(N)N(c2ccc(C)cc2)C2=C(C(=O)CCC2)C1c1cccs1 (stereo not given)	14	101	100	44	11	100	-9	106	102	13	101
Cc1ccc(C2=CC(c3cccs3)n3nnnc3N2)cc1 (stereo not given)	12	98	95	3	77	103	/	98	99	0.1	99
COc1cccc2cc(NC(=O)C3CCCCC3)c(=O)oc12	11	102	103	1	5	102	/	104	103	0.7	99
Cc1cc(C(=O)OCC(=O)Nc2ccc(F)c(F)c2)c(C)o1	7	103	100	26	14	103	-11	104	101	-0.9	100
Cn1c(SCc2cccc([N+](=O)[O-])c2)nc2c(c1=O)SCC2	11	95	100	4	15	94	12	96	96	1.0	93

The last 2 compounds of the section above lead into the next:
SMILES	Avidin fluor	Rab2 wt GTP	Rab7 wt GTP bind	ABCG2 block	GSH fluor	Cdc42 wt GTP	Pf gamet viab	Rac1 wt GTP bind	HRas wt GTP	ABCB1 inh	Rac1 act GTP bind
Cc1cc(C(=O)OCC(=O)Nc2ccc(F)c(F)c2)c(C)o1	7	103	100	26	14	103	-11	104	101	-0.9	100
Cn1c(SCc2cccc([N+](=O)[O-])c2)nc2c(c1=O)SCC2	11	95	100	4	15	94	12	96	96	1.0	93
O=C(Oc1ccccc1N1C(=O)C2CCCCC2C1=O)c1ccccc1F (stereo not given)	15	96	99	12	10	101	18	101	98	1.2	99
C=CCN1C(=O)C(C)(C)Nc2ccccc21	5	98	95	1	25	99	-9	100	99	0.3	98
Cc1cc(F)ccc1NC(=O)c1ccc(NS(=O)(=O)c2cc(C(C)(C)C)ccc2C)cc1	5	93	99	-2	13	93	-3	94	96	0.2	93
COC(=O)c1ccc(Oc2c(C)oc3c(CN4CCN(C)CC4)c(O)ccc3c2=O)cc1	5	94	88	-2	32	91	18	92	92	0.0	94
COc1ccc(NC(=O)c2cc(-c3ccccc3)nc3c2c(C)nn3-c2ccccc2)c(OC)c1	15	103	101	1	10	104	10	102	103	0.0	105
COc1cc(C(=S)N2CCCCC2)ccc1OCC(=O)N1CCCC1	7	98	102	2	45	100	-1	104	99	0.3	98
CCN(CC)CCCNC(=O)Cn1nc([N+](=O)[O-])c(Cl)c1C	11	99	108	3	11	98	-50	101	103	0.5	98
CN(CC(=O)Nc1ccccc1Cl)C(=O)CSc1nnc(-c2ccco2)o1	5	101	108	3	22	94	-2	100	99	0.4	93
CCCCn1c(SCC(=O)NNC(=O)c2ccco2)nnc1-c1ccco1	11	98	95	8	13	99	/	95	97	0.3	96
COc1ccc(OC)c(NC(=O)Cn2cccc2)c1	10	98	99	3	32	100	/	104	98	0.4	98
CCOC(=O)CN=C(NS(=O)(=O)c1ccc(Cl)cc1)c1ccccc1	2	97	94	17	15	96	15	99	96	2.1	93
CC(=O)NC1=NC(=O)/C(=C/c2cc(C)n(-c3ccc(NC(C)=O)cc3)c2C)S1	8	101	106	-2	18	97	14	97	100	-0.8	91
CNC(=S)Nc1cccc([N+](=O)[O-])c1	8	102	108	3	21	100	-6	102	101	0.2	97
O=C(Nc1ccccc1)Nc1ccc(C(=O)N2CCCC2)cc1	6	102	105	5	13	100	14	101	100	0.3	98
CCc1nnc(NC(=O)C(C)C)s1	16	98	95	-2	19	101	/	104	99	-0.2	98
COc1ccc(C(O)(CCc2ccccc2)CCN2CCCCC2)cc1 (stereo not given)	12	100	106	0	15	100	17	102	98	-0.1	97
O=C(O)CSc1nnc(NC(=O)c2ccc3c(c2)OCO3)s1	10	97	96	0	20	98	-4	99	97	-0.2	94
Cc1cccc(C(=O)N2CCc3cc(-c4nc(NC(=O)Cn5nnc6ccccc6c5=O)sc4C)ccc32)c1	12	98	103	0	18	103	/	106	102	0.8	99
O=c1c2[nH]c3ccccc3c2nc2n1CCCS2	8	100	104	4	14	94	-32	97	98	1.1	95
COc1cc(C(C(=O)NC2CCCCC2)N(Cc2cccs2)C(=O)Cc2c[nH]c3ccccc23)cc(OC)c1OC (stereo not given)	11	102	103	6	31	98	17	107	100	1.6	98
COC(=O)Nc1nc2c(s1)CCCC2	7	100	102	0	31	99	/	100	99	-0.1	98
O=C(Nc1cccc(S(=O)(=O)NC2=NCCCCC2)c1)C1COc2ccccc2O1 (stereo not given)	15	96	104	2	76	97	25	98	97	0.1	96
COc1ccc(O[C@H]2C=C[C@@H](c3ccccc3)O[C@@H]2COC(=O)CC/C(C)=N/O[C@H](C)c2cn([C@@H]3COC[C@H]3O)nn2)cc1	11	100	99	14	19	100	/	104	102	5.1	99
O=C(CCC1CCCCC1)NCc1ccccn1	5	100	102	1	10	105	8	104	103	0.0	101
COc1ccc(C2=Nn3c(nnc3-c3ccccn3)SC2)cc1OC	12	?	?	32	9	?	-9	?	?	0.5	?

Going on with the list:
SMILES	Avidin fluor	Rab2 wt GTP	Rab7 wt GTP bind	ABCG2 block	GSH fluor	Cdc42 wt GTP	Pf gamet viab	Rac1 wt GTP bind	HRas wt GTP	ABCB1 inh	Rac1 act GTP bind
CCOC(=O)C1CCCN(c2nc(C)nc3c2oc2ccccc23)C1 (stereo not given)	22	98	98	15	12	99	/	95	97	6.4	95
O=C1CCCC2=C1C(c1ccsc1)CC(=O)N2c1nnc(SCc2ccccc2)s1 (stereo not given)	8	103	102	-3	19	103	/	108	104	-2.6	101
COc1cccc(NC(=O)C2CC(=O)n3cnnc3S2)c1 (stereo not given)	10	99	98	4	26	98	/	102	96	1.2	97
COc1cc(CN2CCC(C(=O)NC3CCCC3)CC2)cc(OC)c1O	8	101	98	-1	36	101	-20	102	99	-0.1	100
O=C(NCc1ccco1)c1cnn2cccnc12	8	97	92	3	16	96	/	95	96	-0.6	95
CC(C)CNS(=O)(=O)c1ccc(CCC(=O)Nc2cc(Cl)ccc2Oc2ccccc2)cc1	9	101	102	5	8	103	-7	103	102	1.1	99
Cc1cccc(C(=O)N[C@H](C(=O)Nc2nc3ccccc3[nH]2)C(C)C)c1	8	93	103	2	11	94	-24	96	96	0.4	91
COCCN(C(=S)Nc1cccc(C)c1)C(C)c1cccs1 (stereo not given)	16	101	102	5	16	100	-15	103	102	0.4	100
CCCCn1c(N)c(N(CCOC)C(=O)CCc2ccc(OC)cc2)c(=O)[nH]c1=O	22	98	98	-11	11	103	15	103	99	-0.8	98
CCN(CC)S(=O)(=O)c1ccc(NC(=O)c2cc(-c3ccccc3)nc3ccccc23)cc1	7	101	104	10	9	101	21	103	99	0.9	97
Cc1cc(C(=O)N/N=C/c2cccn2C)no1	18	97	101	18	16	100	5	106	100	0.7	100
NC(=O)CC1(CC(=O)O)CCCCC1	12	103	96	0	21	101	/	96	101	-0.1	99
COCCCNC(=O)Cn1c(=O)n(Cc2ccccc2Cl)c(=O)c2cc(OC)c(OC)cc21	8	95	95	3	12	92	-5	92	96	1.1	94
Cn1c2c(c(=O)n(C)c1=O)C(NC(=O)c1ccco1)(C(F)(F)F)C(=O)N2 (stereo not given)	15	106	100	2	30	108	4	106	107	0.3	103
CC(C)C(NS(=O)(=O)c1cccs1)C(=O)N(C)Cc1ccccc1 (stereo not given)	11	93	94	22	31	95	/	91	95	3.9	92
Cc1ccccc1-n1c(C)nc2ccccc21	10	98	95	-1	16	99	/	100	98	-0.2	97
COc1ccc(-c2noc(CSc3nc4ccccc4c(=O)n3-c3ccccc3)n2)cc1	14	96	93	4	38	96	/	97	100	2.8	97
O=C1CC2(CON=C2c2ccc(F)cc2)C(=O)N1c1ccc(F)cc1 (stereo not given)	13	103	105	1	23	102	/	101	105	0.4	100
COc1ccc(-n2nc3cc(C)c(N)c(Br)c3n2)cc1	6	100	103	22	9	102	/	98	97	5.7	96

Compounds as they come (roughly 1.1% active in at least one column).
